Assay outcomes (PubChem)
Yfh1-depleted yeast = mitochondrial function rescue without frataxin homolog – Friedreich's ataxia, plus single-dose screen, dose response (AID 1465). S. cerevisiae Yfh1-off respiration, WST-1 reduction, 72 h; higher fold induction means a stronger effect. 0.074% of 220,000 active. fold induction at 50 µM, or EC50 in µM where a hit was titrated;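 active means fold induction of absorbance versus untreated yeast above a set limit, then at least 30% activation at any dose in follow-up; inconclusive means repeats straddling the limit, or above it without dose testing; inactive means fold induction below the set limit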;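 further: activators that raise dye reduction in frataxin-depleted yeast; strong numbers were not always called active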
Dynein cargo inh = dynein cargo transport inhibition; 3617.4 mouse cells, GR-EGFP nuclear translocation imaging; test concentration mostly 20 µM; stimulated with dexamethasone, 1 µM; active compounds read low; z-score, hits read low; 0.47% of 220,000 active;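 active means plate z-score of nuclear minus cytoplasmic receptor signal below a set negative limit, without overly bright fluorescence or cell loss, cut at about -3.5 in these data, passing the limit was not always enough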;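 further: z-score of nuclear minus cytoplasmic ring GR-EGFP intensity difference per well; some compounds called inactive have numbers as strong as hits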
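Buffer or medium: tet-free, stripped-serum medium; Also added: dexamethasone, 1.0 µM final; Technique: high-content fluorescence imaging after fixation; Times: 48 h induction, 1 h compound, 30 min dex at 37 °C; Read-out: per-cell GR-EGFP intensity, nucleus versus surrounding cytoplasmic ring, well-averaged.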
Insulin prom up = MIN6 insulin promoter up-regulation; MIN6 insulin promoter-GFP reporter, high-content imaging; active compounds read high; z-score at 5 µM; 0.3% of 190,000 active;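 active means z-score above 3 at 5 µM with at least 500 cells counted in the well; inconclusive means wells under 500 cells, flagged as cytotoxic or low count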
Lipid droplet = modulators of hepatic lipid droplet formation | AML12 mouse hepatocytes, oleate lipid droplets, BODIPY imaging | inhibition, % at 6.5 µM | 0.4% of 240,000 active;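 active means lipid droplet intensity inhibited by at least 50%, with more than 500 cells counted; inconclusive means wells with under 300 cells, treated as cytotoxic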
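Assay system: AML12 mouse liver cells | Compound: 6.5 µM single-point dosing | Schedule: Overnight exposure | Technique: Fluorescence imaging, 20x objective, two fields per well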
MT stabilize HCS = microtubule stabilizers in HeLa cells; HeLa tubulin immunostaining HCS, 24 h; share of cells brighter than vehicle mean+2SD; % tubulin-high responders, % at 10 µM; 0.83% of 200,000 active;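 active means plate Z-score above 3 for both tubulin-high and condensed-nucleus cell shares, with cell loss under 80%, at 10 µM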;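 further: anti alpha tubulin signal scored within the nucleus-defined area of each cell; some results filed as inactive read as strong as hits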
Autophagy mod = autophagy modulation, high-content screen | MEF GFP-LC3 puncta imaging; test concentration mostly 10 µM | calls only at 10 µM (by protocol) | 0.98% of 190,000 active | AID 463193;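 active means percentage of spot-positive cells more than 3 SD above its plate mean, without a fluorescence outlier flag or 80% toxicity; inconclusive means no clear call, values can overlap the other calls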;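 further: spot-positive cell cutoff set from DMSO-treated cells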
b-catenin transl = modulators of beta-catenin nuclear translocation. HeLa beta-catenin nuclear translocation, immunofluorescence imaging. nuclear translocation activity, % at 5 µM. 0.3% of 190,000 active. AID 1665;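 active means nuclear translocation activity above 50% at 5 µM, with a well cell count of 50 or more; inconclusive means wells under 50 cells across six images, flagged as toxic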;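 further: per-cell ratio of nuclear to cytoplasmic median beta-catenin stain intensity; plate controls were DMSO negative control for no effect and GSK-3 inhibitor IX positive control for full effect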
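Test system: HeLa cells, endogenous beta-catenin; Compound: single 5 µM dose plus 0.02–20 µM confirmation series; Times: compound exposure 24 h at 37°C; Signal: fluorescence imaging of beta-catenin antibody stain plus DAPI; Read-out: % activation, nuclear-to-cytoplasmic median beta-catenin signal ratio per cell.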
HEK293 NOD2/NF-kB = NOD2 signaling inhibitors, cell-based, luminescence, uHTS, HEK293 (AID 1566); one-dose inhibition, % at 4 µM; EC50 in µM for titrated hits; 0.63% of 290,000 active; HEK293 NOD2/NF-kB luciferase reporter, luminescence; higher % means a stronger effect; in the data active means inhibition above about 50%; further: many of its hits are not listed in these tables
WT yeast gro inh = growth inhibition of WT yeast, mitochondrial fusion screen | inhibition, % at 10 µM | AID 1362 | mitochondrial fusion phenotypic screen, WT strain | 2.1% of 190,000 active; in the data active means inhibition above about 58%; tested in S. cerevisiae
WT yeast gro inh mutant strain = also measured in WT yeast gro inh; calls as there; inhibition, %; mitochondrial fusion phenotypic screen, mutant strain inhibition
Dynein cargo inh cytoplasmic EGFP = further read-out of Dynein cargo inh, marked with its call; z-score; measured here: cytoplasmic GR-EGFP intensity; active compounds read high
Dynein cargo inh nuclear GR-EGFP = second read-out of Dynein cargo inh, no call of its own (marks repeat the call); z-score; measured here: nuclear GR-EGFP intensity;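 lower value marks the stronger effect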
Dynein cargo inh cell count = recorded beside Dynein cargo inh, whose call it bears; z-score; measured here: cell count per field
Insulin prom up cell count = second read-out of Insulin prom up, no call of its own (marks repeat the call); cell count; measured here: cytotoxicity, nuclei count;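 total cells summed across four imaged fields per well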
Lipid droplet cells 6.5 µM = recorded beside Lipid droplet, whose call it bears; cell count; measured here: cell count, cytotoxicity flag;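 cells counted across two imaged fields per well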
b-catenin transl cell count 5 µM = second read-out of b-catenin transl, no call of its own (marks repeat the call); cell count; measured here: cell count, cytotoxicity flag
MT stabilize HCS Hoechst-high % = second read-out of MT stabilize HCS, no call of its own (marks repeat the call); % Hoechst-high responders; measured here: nuclear condensation Hoechst responders;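 share of cells brighter than vehicle mean plus two SD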
MT stabilize HCS cytotoxicity % = further read-out of MT stabilize HCS, marked with its call; toxicity, %; measured here: cytotoxicity by cell density;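 0% = mean cell density of plate MIN control wells and 100% = no cells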
Autophagy mod cell loss 18 h = further read-out of Autophagy mod, marked with its call; toxicity, %; measured here: cell loss, nuclei count;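 cell loss after 18 h compound exposure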
* = called active by the depositor; i = inactive; ? = inconclusive; . = not tested or not shown. An excerpt; the hit share may differ from the screen's.

SMILES	Yfh1-depleted yeast	Dynein cargo inh	Dynein cargo inh cytoplasmic EGFP	Dynein cargo inh nuclear GR-EGFP	Dynein cargo inh cell count	Insulin prom up	Insulin prom up cell count	Lipid droplet	Lipid droplet cells 6.5 µM	MT stabilize HCS	MT stabilize HCS Hoechst-high %	MT stabilize HCS cytotoxicity %	Autophagy mod	Autophagy mod cell loss 18 h	b-catenin transl	b-catenin transl cell count 5 µM	HEK293 NOD2/NF-kB	WT yeast gro inh	WT yeast gro inh mutant strain
COc1ccc(-n2c(CCc3ccccc3)nnc2SCC(=O)c2ccccc2)cc1	i	-0.6	-0.27	0.51	0.11	.	.	-66	559	2.2	2.0	4.9	i	-1	0.8	977	16%	11	-13
COC(=O)Cc1ccc(NC(=O)c2ccccc2Br)cc1	i	2.1	-0.34	1.4	-0.91	-0.2	1554	2	745	7.7	1.9	6.4	i	19	9.1	743	3%	-8	0
O=C(CCCCCn1c(=S)[nH]c2ccc(Br)cc2c1=O)NCC1CCCO1 (stereo not drawn)	i	-0.41	-0.24	0.11	0.5	0.75	896	22	787	1.7	1.4	4.9	i	-12	.	.	14%	6	-4
CN(C)CCNC(=O)CNC(=S)N(Cc1ccccc1)Cc1ccccc1F	i	0.26	-0.15	-0.19	0.73	1	1203	15	664	3.2	1.1	2.4	i	-9	-1.5	1046	-3%	20	-11
C/C(=N\NC(=O)CC(C)C)c1ccc(N2CCCCC2)cc1	i	-0.67	-0.2	-0.093	-0.54	0.11	1402	10	569	1.4	2.0	5.5	i	3	-1.3	978	18%	16	2
CC1CN(S(=O)(=O)c2ccc(NC(=O)CCN3C(=O)c4ccccc4C3=O)cc2)CC(C)O1 (stereo not drawn)	.	-0.37	-0.2	-0.19	0.53	0.43	1385	.	.	2.5	1.5	3.8	i	6	3.2	1373	15%	-3	1
O=C(NCc1ccc2c(c1)OCO2)C1CCCN(S(=O)(=O)c2cccc3nonc23)C1 (stereo not drawn)	i	-0.35	-0.067	0.13	0.73	-0.46	842	-6	787	2.3	2.2	7.9	i	0	-1.5	1182	-95%	0	-2
COc1nc(OC)nc(Oc2ccc([N+](=O)[O-])cc2Cl)n1	i	-1.1	-0.16	-0.82	1.3	0.66	1097	-25	683	3.0	2.8	5.4	i	-13	4.5	488	3%	-19	5
CCOC(=O)CCC(NC(=O)CCC(=O)NC(CCC(=O)OCC)C(=O)OCC)C(=O)OCC (stereo not drawn)	i	2.9	-0.26	1.1	-1.1	0.46	2250	6	561	3.0	2.5	3.2	i	12	-0.3	1008	0%	17	10
COc1cc(C=O)ccc1OCc1ccc(Cl)nc1	i	-0.34	-0.28	-0.21	0.77	0.42	1427	-6	717	3.9	1.6	0.7	i	-13	-1.0	963	-67%	0	3
CCOC(=O)c1[nH]c2c(c1C)C(=O)CC(c1ccc(OCC)c(OC)c1)C2 (stereo not drawn)	i	-0.7	0.58	0.0012	0.53	1.4	917	36	729	1.8	2.1	5.4	i	12	-1.0	1016	-20%	3	1
CCOC(=O)Cc1cc(=O)n2[nH]c(-c3ccccc3)c(-c3ccccc3)c2n1	i	-0.91	-0.26	-0.36	0.45	0.43	1396	-22	633	2.0	1.5	4.2	i	10	-1.6	1072	32%	9	21
Cc1ccc(NC(=S)N(CCCN2CCCC(C)C2)Cc2ccco2)cc1C (stereo not drawn)	i	-1.2	-0.35	-0.23	2.1	-1.7	1269	17	666	5.4	2.2	8.4	i	16	-3.6	1087	-8%	-3	25
O=C(CSc1cccc(C(F)(F)F)c1)NCc1ccccc1	i	-0.17	-0.18	0.33	-1	0.79	1322	-52	664	2.9	2.3	4.6	i	8	-0.8	897	4%	-9	-5
Cc1c(C(=O)Nc2ccc(Cl)cn2)oc2ccccc12	i	0.019	-0.26	-0.36	0.044	.	.	3	739	2.5	1.5	5.6	i	-1	-3.5	541	9%	3	0
O=C(CSc1nnc(SCc2ccc(Cl)cc2)s1)N/N=C/c1ccc(Cl)cc1Cl	i	-0.76	-0.25	-0.31	0.62	.	.	10	737	2.7	2.8	2.4	i	18	-1.0	535	4%	13	11
Cc1cc(C)n(-c2ccc(S(N)(=O)=O)cc2[N+](=O)[O-])n1	i	-0.12	-0.28	-0.33	0.51	-0.42	1652	1	689	9.4	2.0	4.8	i	7	-4.1	1120	-4%	5	-5
CC(C)CCN1C(=O)c2ccc(-c3nc4ccccc4c(=O)o3)cc2C1=O	i	-0.7	-0.2	-0.97	0.15	0.18	1607	.	.	1.7	1.5	11	i	3	-1.6	1302	20%	11	14
Cc1cccc(CC2S/C(=N/N=C/c3ccco3)N(c3ccccc3)C2=O)c1 (stereo not drawn)	i	-0.3	-0.32	-0.48	0.59	0.48	1315	0	714	3.8	2.1	4.5	i	-1	-0.3	589	8%	6	-19
CC(C)=NNc1nc2c(c(=O)[nH]c(=O)n2C)n1CCc1ccccc1	i	2	-0.13	0.9	-1.2	-1.5	1399	-5	687	3.6	2.5	3.7	i	-7	1.2	959	22%	0	-19
CCOc1ccc(-c2nc(C#N)c(NCC(C)C)o2)cc1	i	0.38	-0.31	0.57	-0.18	0.36	1099	.	.	4.3	1.1	7.3	i	14	-7.0	1114	33%	5	-1
CCSc1nnc(NC(=O)C(C(F)(F)F)C(F)(F)F)s1	i	-0.92	-0.17	-0.24	0.55	-0.3	1552	.	.	4.4	2.3	5.9	i	-5	-2.2	1372	18%	-6	-10
CCCN1CNC(=S)N(c2ccc(C(=O)OCC)cc2)C1	i	-0.075	-0.26	-0.098	1	0.37	1483	-15	722	3.5	1.8	0.9	i	14	-0.4	1105	2%	8	22
O=C(NCc1cccc(C(F)(F)F)c1)c1cccc(S(=O)(=O)NCc2ccccc2)c1	i	0.28	-0.29	0.1	-0.17	.	.	0	634	4.8	2.6	2.1	i	8	0.1	955	-7%	-4	-15
CC1CCCN(C(=O)c2ccc3c(c2NCCO)C(=O)c2ccccc2C3=O)C1 (stereo not drawn)	i	0.081	0.14	0.23	0.042	-1.1	947	54*	762*	1.5	1.2	9.8	i	-9	0.8	1204	19%	56	31
CC1CCCc2sc3nc(N4CCN(CCO)CC4)n4ncnc4c3c21 (stereo not drawn)	i	-0.59	-0.3	-0.04	0.16	-0.89	1104	.	.	4.7	3.4	7.0	i	5	-1.0	1101	17%	16	21
CCCn1c(SCC(=O)Nc2ccccc2Cl)n[nH]c1=O	i	-0.17	-0.82	-0.3	-0.33	-0.49	1001	-4	668	.	.	.	.	.	-1.3	1334	13%	.	.
CC(C)COC(=O)C1C(=O)CC(C)(O)C(C(=O)OCC(C)C)C1c1cccnc1 (stereo not drawn)	i	-0.61	-0.058	-0.092	0.72	-0.54	1414	.	.	3.2	4.6	11	i	-1	2.6	1348	9%	.	.
CCC(=O)N(CCN1CCOCC1)Cc1cc2cc3c(cc2nc1Cl)OCO3	i	-0.27	-0.21	-0.2	0.5	-0.43	1571	-2	712	3.4	1.4	7.4	i	6	-0.6	950	10%	-16	5
O=c1cc(O)n(-c2ccc(Cl)cc2)c(=S)[nH]1	i	-0.92	-0.15	-0.5	0.52	.	.	8	747	0.8	0.7	7.5	i	2	-13	1263	16%	8	-7
O=C(CSc1nnc(-c2ccccc2)n1Cc1ccco1)NCc1ccc2c(c1)OCO2	i	0.6	-0.13	-0.034	0.13	?	.	0	817	1.9	2.2	14	i	6	.	.	-27%	2	-21
CCC(C)N1CNc2c(c(=O)[nH]c(=S)n2-c2cccc(C)c2)C1 (stereo not drawn)	i	-0.31	-0.3	-0.13	0.51	-0.02	1379	7	665	4.0	2.4	4.0	i	-33	-3.5	1106	6%	-4	4
O=C(OCC(=O)N1CCc2ccccc2C1)c1cc(=O)[nH]c2ccccc12	i	-1.1	-0.83	-0.91	0.52	-0.41	1058	23	680	.	.	.	.	.	-0.4	1248	-7%	.	.
O=C(NCCc1c[nH]c2ccccc12)c1cnc2sccn2c1=O	i	-1.3	-0.21	-0.77	0.74	0.78	974	.	.	3.7	4.1	7.4	i	-8	.	.	-37%	-6	-12
O=C1Nc2ccccc2C1(O)c1ccccc1 (stereo not drawn)	i	-0.031	-0.29	0.3	0.77	-0.93	1307	0	733	5.2	1.9	8.2	i	20	0.6	1100	4%	-2	6
